AmpC detergent = inhibitors of E. coli AmpC beta-lactamase with detergent. P00811. AmpC hydrolysis of nitrocefin, absorbance 480 nm, 0.01% Triton. Potency, µM (doses to about 114 µM), for the others: at the highest dose activity change, negative = inhibition, hits mostly inhibitors. 370,000 compounds, 0.041% hits;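 further: potency means the concentration at half of the fitted maximal effect; 0% = no-compound wells and -100% = no-enzyme wells; nearly all actives have a fitted effect of over 25% in size; some results filed as inactive show a strong effect at the top dose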
Target sequence (P00811 whole entry, looked up): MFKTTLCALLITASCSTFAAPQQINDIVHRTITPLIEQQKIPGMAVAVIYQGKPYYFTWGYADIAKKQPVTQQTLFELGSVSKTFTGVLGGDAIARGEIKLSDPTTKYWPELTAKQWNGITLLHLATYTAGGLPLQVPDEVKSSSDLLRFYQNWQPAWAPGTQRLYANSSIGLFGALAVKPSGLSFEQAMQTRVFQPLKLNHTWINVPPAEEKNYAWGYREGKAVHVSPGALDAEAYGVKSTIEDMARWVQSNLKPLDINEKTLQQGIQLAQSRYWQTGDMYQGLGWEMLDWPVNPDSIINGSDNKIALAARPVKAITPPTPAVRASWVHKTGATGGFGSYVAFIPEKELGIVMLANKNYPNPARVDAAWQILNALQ
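AmpC (5.3 nM in the dispensed reagent) in 20 mM phosphate pH 7.0 with 0.01% (detergent screen) or 0.0001% Triton X-100 was preincubated with compounds for 15 min at room temperature. Nitrocefin was then added from an 800 uM solution, and hydrolysis was followed at 480 nm.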
Giardia FBPA inh = blocks Giardia fructose-bisphosphate aldolase activity; Potency, µM (series often up to 59.6 µM), without a hit: top-dose activity, negative = inhibition, hits mostly inhibitors; A8B2U2; purified Giardia FBPA; AID 2451; 290,000 compounds, 0.71% hits; further: potency means the concentration at half of the fitted maximal effect; nearly all actives have a fitted effect of over 55% in size
Target sequence (A8B2U2 whole entry, looked up): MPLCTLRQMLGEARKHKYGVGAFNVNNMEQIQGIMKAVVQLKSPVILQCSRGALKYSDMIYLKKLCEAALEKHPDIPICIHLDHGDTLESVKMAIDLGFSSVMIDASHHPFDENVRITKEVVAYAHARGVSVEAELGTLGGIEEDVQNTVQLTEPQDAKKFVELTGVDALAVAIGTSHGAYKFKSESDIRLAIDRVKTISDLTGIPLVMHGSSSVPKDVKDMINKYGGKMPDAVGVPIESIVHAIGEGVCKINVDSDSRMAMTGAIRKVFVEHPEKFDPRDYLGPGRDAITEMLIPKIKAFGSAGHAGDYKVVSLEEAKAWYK
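Giardia FBPA (40 nM reagent) was preincubated 10 min at RT with compound (up to 57.5 uM final), then substrate plus GAPDH/TPI/NAD/arsenate coupling system with diaphorase/resazurin was added; resorufin fluorescence (525/598 nm) was read after 20 min.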
HCV inhibitor = blocks hepatitis C virus | Huh7.5.1 HCVcc-Cre infection, luciferase reporter, 44 h | Potency, µM (doses to about 41.8 µM), for the others: top-dose activity change, negative = inhibition, actives largely listed as inhibitors | 340,000 compounds, 3.4% hits | AID 651820; further: potency means the concentration at half of the fitted maximal effect
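Reporter virus HCVcc-Cre (~0.5 moi) infects cells exposed to compound; seeding density 1,000 cells/well with 4 h settling beforehand. Luminescence, 15 sec read, taken 44 h post-infection following a 15 min RT substrate incubation.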
Sm TGR block = blocks Schistosoma mansoni thioredoxin glutathione reductase; purified TGR, DTNB reduction, TNB absorbance 405 nm; Potency, µM (doses to about 114 µM), without a hit: top-dose activity change, negative = inhibition, hits mostly inhibitors; 360,000 compounds, 3% hits; AID 485364; further: potency means the concentration at half of the fitted maximal effect; nearly all actives have a fitted effect of over 60% in size
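Kinetic colorimetric format: TGR-catalysed, NADPH-driven DTNB reduction monitored via TNB absorbance. Enzyme dispensed at 20 nM; compound exposure 15 min at room temperature before reaction start.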
AMA1 RON2 block = disrupts binding of P. falciparum AMA1 to RON2; AlphaScreen AMA1-biotinylated RON2 peptide binding; Potency, µM (series often up to 58.2 µM), for inactives: at the highest dose activity change, negative = inhibition, hits mostly inhibitors; 360,000 compounds, 0.2% hits;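 further: potency means the concentration at half of the fitted maximal effect; 0% = vehicle wells and -100% = peptide control; nearly all actives have a fitted effect of over 45% in size; some results filed as inactive show a strong effect at the top dose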
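AMA1 (3D7) with his tag at 25 nM final met compounds first, then biotinylated RON2 peptide at 25 nM; detection used donor plus acceptor beads, 10 µg/mL apiece, read by AlphaScreen after 30 min at room temperature.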
HCMV antiviral = blocks human cytomegalovirus replication; AID 1259415; 410,000 compounds, 4.5% hits; HFF cells, HCMV-luciferase reporter, 72 h; active compounds read low; activity change, negative = inhibition, % at 57.5 µM; in the data active means activity change below about -60%; inconclusive means no clear call, values can overlap the other calls; inactive means above about -39%
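Screen run at 2 compound doses on HFFs infected with reporter HCMV, MOI 1 PFU/cell. Luciferase activity from cell lysates at 72 h post infection gave inhibition relative to buffer-only and Salinomycin wells.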
* hit, by the source's call; ? = inconclusive; · = not tested or not shown; [ ] = remark or other dose. Unless noted, the call rests on the fitted dose curve; in most records, active means well fitted curve in the direction sought with a large enough effect; inconclusive means small, poorly fitted or top-dose-only effect, or another doubt; inactive means no such curve, though single readings can be large; an effect the other way counts as inactive or inconclusive. Unless noted, on the % scale 0 is the no-effect control and ±100 the full control effect.

SMILES | AmpC detergent | Giardia FBPA inh | HCV inhibitor | Sm TGR block | AMA1 RON2 block | HCMV antiviral
CN(C)S(=O)(=O)c1ccc(NC(=O)COc2cccc3c2OC(C)(C)C3)cc1 | ? | · | ? | 3% | -3% | -19
O=S1(=O)CCOC[C@H](Cc2ccccc2)N1Cc1cccc(C(F)(F)F)c1 | · | · | ? | · | 31%[activator] | -12
COc1ccc(Cc2nc3ccc(S(=O)(=O)N4CCOCC4)cc3[nH]2)cc1 | -3% | · | ? | -11% | -1% | -8
CS(=O)(=O)c1cccc(C(=O)NCc2ccccc2)c1 | -8% | -4% | 8% | 1% | 5% | -14
COc1ccc(OCC(=O)Nc2ccccc2Cl)cc1 | -1% | 3% | 8% | 0% | 1% | 3
O=C(O)c1sc2cc(C(F)(F)F)cnc2c1-c1ccccc1 | -6% | 4% | 18% | -28% | 38%[activator] | -8
COc1ccc2c3c1OC1C(O)C=CC4[C@@H](C2)N(C)CC[C@]314 (some centres not stated) | · | · | -3% | · | 2% | 20
CCOc1ccccc1N(C)C(=O)c1cc(S(=O)(=O)NCCc2ccc(Cl)cc2)ccc1F | 1% | · | · | 1% | · | -37
Cn1cncc1C#Cc1ccc2c(=O)c3ccccc3oc2c1 | · | · | 13% | · | 32%[activator] | -6
CCOC(=O)c1cnc2c(C)cc(Cl)cc2c1N1CCN(C)CC1 | -10% | 1% | -23% | -12% | 4% | -62*
COc1cccc(NC(=O)Cn2c(=O)n(CCCC(=O)NCc3ccc4c(c3)OCO4)c(=O)c3ccccc32)c1 | 23% | · | · | 3% | · | 18
CCCCn1c(N)c(N(CC(C)C)C(=O)C2CCN(c3ncnc4sc(C)c(C)c34)CC2)c(=O)[nH]c1=O | -15% | · | ? | 1% | -15% | ?
O=C(COC(=O)CCc1c[nH]c2ccccc12)Nc1ccccc1C(F)(F)F | -3% | · | -18% | -5% | -4% | -94*
COc1ccc2c(c1)C(=NN)c1cc(OC)ccc1-2 | -1% | · | ? | 1% | -13% | -87*
COc1ccc(C(=O)Nn2cc3c(c2-c2ccccc2)c(=O)n(C)c(=O)n3C)cc1 | 6% | 5% | ? | 2% | 8% | -28
CCCCOC(=O)CSc1nnc(-c2ccc(C)cc2)o1 | 2% | · | · | -8% | · | -12
Cc1ccc(CN2c3ccccc3-c3nc(SCC(=O)NCc4ccccc4)ncc3S2(=O)=O)cc1 | 1% | · | · | -14% | · | 8
C/C=C/C(=O)OCC(=O)Nc1cc([N+](=O)[O-])ccc1Cl | -3% | 4% | -3% | -4% | 3% | ?
N#CC1=C(N)OC2=C(CCc3ccccc32)C1c1ccccc1Cl (configuration not stated) | -6% | -23% | ? | -16% | -1% | -12
O=[N+]([O-])c1ccccc1N/N=C/c1cc2ccccc2nc1Cl | -1% | 5% | -1% | -4% | -14% | 8
CC(=O)Nc1ccccc1Sc1ccc2c3c(cccc13)C(=O)N(c1ccc(C)cc1)C2=O | ? | -9% | -8% | -7% | -12% | 37
COc1ccc(-c2ccc(=O)n(Cc3ccccc3)n2)cc1 | -10% | 10% | ? | 12% | 7% | 31
CCOc1ccc(OCC)c(NC(=O)CCc2c(C)nc3c(c2C)c(=O)n(C)c(=O)n3C)c1 | 3% | · | · | -8% | · | -1
COC(=O)Nc1nnc(-c2ccncc2)s1 | -14% | ? | 10% | 8% | 2% | 39
Cc1ccccc1C(=O)Nc1nnc2n1CCS2 | 0% | · | · | -1% | · | 48
Cc1ccc(NC2CCCN(C(=O)CSc3ccncc3)C2)cc1C (configuration not stated) | -4% | · | -3% | -19% | -10% | 5
COc1ccc(NC(=O)c2onc(C)c2Cl)cc1OC | -13% | 6% | -6% | -14% | 4% | -19
CCN1C(=O)/C(=C/N(C)c2ccccc2)OC1=S | -7% | 2% | -29% | 1% | 4% | -6
CS(=O)(=O)N1CCN(c2ccccc2NC(=O)c2ccco2)CC1 | 1% | 8% | ? | -1% | 12% | 42
O=C(Nc1cccc(C(=O)OCc2cc(=O)n3nc(C4CC4)sc3n2)c1)c1ccc(F)cc1 | -6% | · | · | -2% | · | 79

Compounds shown so far with a nitro group on carbon (2):
SMILES | AmpC detergent | Giardia FBPA inh | HCV inhibitor | Sm TGR block | AMA1 RON2 block | HCMV antiviral
C/C=C/C(=O)OCC(=O)Nc1cc([N+](=O)[O-])ccc1Cl | -3% | 4% | -3% | -4% | 3% | ?
O=[N+]([O-])c1ccccc1N/N=C/c1cc2ccccc2nc1Cl | -1% | 5% | -1% | -4% | -14% | 8

More entries
SMILES | AmpC detergent | Giardia FBPA inh | HCV inhibitor | Sm TGR block | AMA1 RON2 block | HCMV antiviral
O=C(Nc1cc(SCCO)cc([N+](=O)[O-])c1)c1ccc(Br)o1 | -9% | -10% | ? | 7% | -3% | -36
O=C(COC(=O)c1ccc[nH]c1=O)c1ccc(Cl)s1 | -11% | 8% | 24% | 0% | -23% | 48
O=C(c1ccccc1)c1ccc(N2CCOCC2)c(NC(=O)c2ccco2)c1 | -11% | 0% | ? | ? | 4% | -22
CCc1ccc(CNC(=O)c2ccc(-c3nc(CS(=O)(=O)c4ccccc4)c(C)o3)cc2)cc1 | 24% | · | · | ? | · | ?
Cc1noc(C)c1CNCc1ccccc1 | -7% | ? | 5% | -13% | ? | -3
O=C(OCC(=O)N1CCc2ccccc2C1)c1ccc(Cl)c([N+](=O)[O-])c1 | -7% | · | -13% | -6% | -11% | 0
Cc1cc(NC(=O)c2ccc([N+](=O)[O-])cc2Cl)ccc1NC(=O)c1ccco1 | ? | -2% | 7.9µM* | -9% | 4% | 32
Cc1cc(C(=O)CSc2nnc(-c3ccc4c(c3)OCO4)o2)c(C)n1-c1ccc(F)cc1 | 7% | -7% | -2% | ? | 6% | -14
COc1ccc(N2CC(C(=O)N3CCN(c4ccccc4)CC3)CC2=O)cc1 (configuration not stated) | -2% | · | 4% | 0% | 13% | 9
CC(=O)c1ccc(NC(=O)CCNC(=O)c2ccccc2Cl)cc1 | -1% | 6% | 2% | -4% | -2% | 37
CCc1ccc(CNC(=O)c2sc3ncnc(N(C)C4CCCCC4)c3c2C)cc1 | 12% | · | · | 8% | · | -11
C[C@H](CO)N1C[C@H](C)[C@@H](CN(C)C(=O)NC2CCCCC2)Oc2c(NS(=O)(=O)c3cccs3)cccc2C1=O | · | · | 4% | · | -1% | 4
CCCCOc1ccc(C(=O)Nc2cccc(-n3cnnn3)c2)cc1OC | 6% | -2% | ? | 1% | -9% | ?
CCOc1nc(-c2ccccc2)c2cc(C)ccc2n1 | ? | 12% | -14% | -5% | 10% | -9
COc1cc(C2C(C#N)=C(N)OC3=C2C(=O)CCC3)c([N+](=O)[O-])cc1OC (configuration not stated) | 0% | ? | -10% | -18% | 0% | 29
Cc1c(C)[n+](=O)c(-c2ccc(F)cc2)c(C)n1[O-] | ? | 4% | -3% | 0% | -14% | 10
CCCc1nnc(NC(=O)COc2ccc3c(c2)OCO3)s1 | 0% | -17% | -6% | 5% | -5% | 17
CNCc1cc(Br)c(OCC(=O)Nc2ccccc2OC)c(OC)c1 | -8% | 2% | ? | -5% | -9% | -7
Cc1cccc(NC(=S)N/N=C2\CC(C)(C)Oc3ccc(O)cc32)c1 | -2% | 2% | ? | -16% | ? | -16
O=[N+]([O-])c1ccc(N2CCN(S(=O)(=O)c3ccccc3)CC2)cc1NCc1cccnc1 | -5% | -14% | 19% | 5% | -9% | 11
Cc1cccc2[nH]c3c(N4CCC5(CC4)OCCO5)ncnc3c12 | 2% | -23% | 8.9µM* | 3% | 12% | -16
Cc1ccc(NC(=S)NCc2ccco2)c(C)c1 | 4% | 1% | -10% | -22% | -10% | -13
COc1ccccc1OP(=O)(Nc1cccnc1)Oc1ccccc1OC | -4% | 3% | 9% | -7% | 2% | -32
CCOc1ccc(NC(=S)Nc2cccc3ccccc23)cc1 | 0% | ? | -6% | 10% | 63%[activator] | -21
O=C(NNC(=O)c1ccc(F)cc1F)c1ccc(-n2cnnn2)cc1 | 2% | · | 9% | 21% | 13% | -22
Cc1cccc2nc(-c3ccc(N(C)C)cc3)c(Nc3ccc4c(c3)OCO4)n12 | 4% | · | · | ? | · | 26
N#Cc1nc(-c2ccc(OCc3ccc(Cl)cc3)cc2)oc1N1CCOCC1 | -8% | 3% | ? | 0% | -5% | 51
C=CCc1ccccc1OCCSc1nc(-c2ccccc2F)nc2cc(=O)[nH]n12 | -1% | · | · | 0% | · | -15
O=C(Cc1cccc(NC(=O)C2CCCN(C(=O)C3CCCC3)C2)c1)Nc1cccc(C(=O)N2CCCCC2)c1 (configuration not stated) | · | · | -9%[8.37 µM] | · | -18% | -4
CC(C)CN(C(=O)c1cc(Cl)nc2ccccc12)c1c(N)n(Cc2ccccc2)c(=O)[nH]c1=O | 5% | · | 8%[8.37 µM] | 7% | -8% | -6

Full records, quoted from the list. Order of values: AmpC detergent	Giardia FBPA inh	HCV inhibitor	Sm TGR block	AMA1 RON2 block	HCMV antiviral
`Cc1c(C)[n+](=O)c(-c2ccc(F)cc2)c(C)n1[O-]` is entered as ?	4%	-3%	0%	-14%	10
`O=C(Cc1cccc(NC(=O)C2CCCN(C(=O)C3CCCC3)C2)c1)Nc1cccc(C(=O)N2CCCCC2)c1` (configuration not stated) is entered as ·	·	-9%[8.37 µM]	·	-18%	-4

Following part.
SMILES | AmpC detergent | Giardia FBPA inh | HCV inhibitor | Sm TGR block | AMA1 RON2 block | HCMV antiviral
C=CCSc1nc(C)c(Cc2cccc3ccccc23)c(=O)[nH]1 | 0% | 8% | 13% | · | -4% | ?
CCOC(=O)Cn1c(=O)oc2cc(S(=O)(=O)N3CCC(C(=O)OCC)CC3)ccc21 | 0% | · | · | -1% | · | 2
CCCCC(=O)NC(=O)NC(c1ccccc1)c1ccccc1 | 8% | -3% | 1% | 1% | 8% | 58
COc1cc(OC)c(OC)cc1/C=C1\CCC/C(=C\c2cc(OC)c(OC)cc2OC)C1=O | 0% | -12% | -27% | -2% | ? | -90*
O=C1CSC(=S)N1N=C1CCCCCC1 | -1% | ? | 41%[activator] | -26% | ? | -6
Cc1nc2c([nH]1)C1(CCN(Cc3ccccc3)CC1)C(C#N)=C(N)O2 | -1% | ? | 8% | -1% | 5% | 35
Cc1nn2c(COc3ccc(NC(=O)c4ccccc4)cc3)nnc2c2ccccc12 | -10% | 4% | ? | 0% | 2% | 96
CC(=O)N1CC(=O)Nc2ccc(Cl)cc2C1c1ccccc1 (configuration not stated) | -7% | 3% | 10% | 10% | -5% | 8
CCOC(=O)N1CCN(C(=O)Cn2ncc3c2-c2ccccc2OC3)CC1 | -17% | -3% | 14% | -6% | 25% | -2
CN(Cc1ccccc1)C(=O)c1ccccc1C(=O)OCC(=O)N(Cc1ccccc1)C(C)(C)C | · | · | ? | · | -3% | 3
CCCCN(C(=O)CSc1nc2ccccc2s1)c1c(N)n(CCCC)c(=O)[nH]c1=O | · | · | -2% | · | 18% | 5
Cc1ccc(CN2CC(C(=O)OCc3ccccc3Cl)CC2=O)cc1 (configuration not stated) | -9% | · | 14% | 3% | -2% | -18
COC(=O)COc1ccc2c(c1)O/C(=C\c1cccc([N+](=O)[O-])c1)C2=O | -2% | -4% | 0% | -1% | -1% | -2
Cc1cc(Cl)ccc1OCC(=O)Nc1ccncc1 | -5% | -1% | 13µM* | 7% | 1% | -60*
C/C(=N\NC(=O)c1ccc([N+](=O)[O-])cc1)c1c(O)cc(C)oc1=O | 4% | 3% | -13% | -3% | 5% | -22

High-throughput results from PubChem.
